# High-throughput results as filed in PubChem BioAssay.
# C2C12 statin = suppression of simvastatin myotoxicity. 330,000 compounds, 0.78% hits. C2C12 myotubes + simvastatin, ATP luminescence, 48 h; scaled: DMSO 0, geranylgeraniol control 100. AID 602340. rescue of ATP level, % at 7.49 µM;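 active = mean ATP rescue above about 67%, or every replicate alone reaching that limit, limit read from the data, passing the limit was not always enough; inconclusive = no clear call, values can overlap the other calls; inactive = mean under the limit and some replicate under it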;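 also: myotubes were challenged with 10 µM simvastatin during compound exposure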
# DENV2 CPE rescue = protects cells from dengue virus 2 cytopathic effect. DENV2-infected cells, cytopathic effect rescue, plate reader. 350,000 compounds, 1.7% hits. CPE inhibition, % at 9.99 µM; in the data active = CPE inhibition above about 20%, passing the limit was not always enough; inconclusive = no clear call, values can overlap the other calls; tested in BHK-21 cells;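 also: 0% = median of neutral control wells and 100% = median of positive control wells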
# PglD inh = blocks C. jejuni PglD acetyltransferase activity; purified PglD enzyme, DTNB colorimetric CoA detection; inhibition, % at 12.5 µM; 360,000 compounds, 0.098% hits; AID 602405; in the data active = inhibition above about 16%, passing the limit was not always enough; inconclusive = no clear call, values can overlap the other calls; also: strong numbers were not always called active
# SIRT5 inh = blocks human SIRT5 desuccinylation of peptide | Purified SirT5, succinyl-peptide AMC, trypsin-coupled fluorescence | inhibition, % at 15 µM | Q9NXA8 | 330,000 compounds, 1.1% hits; in the data active = inhibition above about 15%; inconclusive = no clear call, values can overlap the other calls
# Target sequence (Q9NXA8 whole entry, looked up): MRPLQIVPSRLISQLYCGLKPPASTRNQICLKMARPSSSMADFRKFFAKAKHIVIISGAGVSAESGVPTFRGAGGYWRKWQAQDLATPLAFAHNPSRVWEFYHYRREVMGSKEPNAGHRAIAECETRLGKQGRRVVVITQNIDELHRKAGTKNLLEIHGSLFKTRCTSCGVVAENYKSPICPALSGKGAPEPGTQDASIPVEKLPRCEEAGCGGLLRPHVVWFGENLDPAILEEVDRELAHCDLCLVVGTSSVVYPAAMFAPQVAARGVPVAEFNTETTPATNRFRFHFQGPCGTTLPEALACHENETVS
# ERp5 inh = ERp5 (human) disulfide isomerase inhibition; ERp5 insulin aggregation, absorbance 650 nm, 90 min; inhibition, % at 9.99 µM; 350,000 compounds, 0.05% hits;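 active = mean replicate inhibition above about 25%, with every replicate also reaching it, limit read from the data, passing the limit was not always enough; inconclusive = only one of those two criteria met; inactive = neither criterion met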
# S100A4 MyoIIA = blocks human S100A4 binding to myosin IIA peptide | P26447 | S100A4/TAMRA-MyoIIA peptide fluorescence polarization | inhibition, % at 10.7 µM | 360,000 compounds, 0.14% hits;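 active = mean inhibition of at least 70% across replicates, with every replicate also reaching that level; inconclusive = mean inhibition reaches 70% but some replicates fall short; inactive = mean inhibition below 70%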
# Target sequence (P26447 whole entry, looked up): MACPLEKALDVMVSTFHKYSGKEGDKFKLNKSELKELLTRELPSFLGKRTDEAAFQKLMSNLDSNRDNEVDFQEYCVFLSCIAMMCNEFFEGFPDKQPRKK
#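 assay system = human S100A4 monomer with TAMRA-labelled myosin IIA peptide | also added = labelled myosin peptide probe, 5 nM | incubation = 5 min between mix addition and reading | control set = DMSO and TFP controls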
# E-sel inducer = induces E-selectin expression in human endothelial cells | P16581 | HUVEC E-selectin immunofluorescence imaging; normalized: neutral wells 0, TNF-alpha wells 100 | activation, % at 7.58 µM | 260,000 compounds, 0.37% hits;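 active = mean E-selectin-positive cell signal at least 10% of the positive control, reached in at least 60% of replicates, without over 20% cell loss; inconclusive = no rule given, readout overlaps actives, possibly toxicity-flagged; inactive = the rest, including those meeting only one limit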;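 also: in these data hits start at about 27%; measured in HUVEC primary endothelial cells; signal is the percent of cells scored E-selectin positive by PE staining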
# Target sequence (P16581 whole entry, looked up): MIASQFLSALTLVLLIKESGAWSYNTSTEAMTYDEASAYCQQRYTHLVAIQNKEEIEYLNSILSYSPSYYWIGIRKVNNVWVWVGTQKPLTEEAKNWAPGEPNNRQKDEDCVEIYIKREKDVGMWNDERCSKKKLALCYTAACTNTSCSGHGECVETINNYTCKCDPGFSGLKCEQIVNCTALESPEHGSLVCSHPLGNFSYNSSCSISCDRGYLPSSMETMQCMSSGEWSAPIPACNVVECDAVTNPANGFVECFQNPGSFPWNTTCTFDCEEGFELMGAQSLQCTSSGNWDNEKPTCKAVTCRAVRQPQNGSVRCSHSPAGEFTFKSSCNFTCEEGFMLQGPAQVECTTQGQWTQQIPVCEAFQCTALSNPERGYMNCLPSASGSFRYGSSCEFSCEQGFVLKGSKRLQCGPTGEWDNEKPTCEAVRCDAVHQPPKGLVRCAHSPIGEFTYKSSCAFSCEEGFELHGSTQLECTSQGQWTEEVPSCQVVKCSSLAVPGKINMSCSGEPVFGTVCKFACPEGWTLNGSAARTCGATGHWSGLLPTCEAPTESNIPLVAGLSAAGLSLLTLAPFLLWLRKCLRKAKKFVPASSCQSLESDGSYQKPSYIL
#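 Read-out basis: % PE-positive cells; Test system: HUVEC primary endothelial cells; Technique: immunofluorescence imaging; Dosing: single-point compound dose.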
# Numbers without * were called inactive; ? = inconclusive; . = no result given; & = joins results of further samples.
SMILES,C2C12 statin,DENV2 CPE rescue,PglD inh,SIRT5 inh,ERp5 inh,S100A4 MyoIIA,E-sel inducer
C[C@@H]1CN([C@H](C)CO)C(=O)c2cc(NC(=O)Nc3ccccc3)ccc2O[C@@H](C)CCCCO[C@H]1CN(C)S(=O)(=O)c1cccs1,.,-10,1,2,1,-1,.
Cc1ccc(S(=O)(=O)Nc2ccc3c(c2)CC(=O)N([C@@H](C)CO)C[C@H](C)[C@@H](CN(C)C)O3)cc1,-2,9,-1,0,-5,2,0.0
CCCC#Cc1ccc([C@H]2[C@H]3CN(S(=O)(=O)c4ccccc4F)CCCCN3[C@H]2CO)cc1,10,-7,11,8,-2,-1,-0.2
COc1ccc(OC(C)C(=O)Nc2ccc(F)cc2F)cc1 (configuration not stated),.,.,.,0,-6,-1,.
CCC/C=C1/CCCOC(C(=O)NCc2cc(C)n(C)n2)(C(F)(F)F)C1 (configuration not stated),-4,-8,1,.,-4,-2,2.0
C[C@H]1CN([C@@H](C)CO)C(=O)c2cc(NC(=O)Nc3ccc(C(F)(F)F)cc3)ccc2O[C@H]1CN(C)Cc1ccc(Cl)c(Cl)c1,35,?,-4,6,9,-3,-3.1
C[C@@H]1CCCCO[C@H](CN(C)Cc2ccc(C(F)(F)F)cc2)[C@H](C)CN([C@@H](C)CO)C(=O)c2cc(NC(=O)Nc3ccc(F)cc3)ccc2O1,.,.,-6,-1,0,-3,.
COc1cccc2cc(C(C)N(CCCN3CCOCC3)C(=S)Nc3cc(C)ccc3C)oc12 (configuration not stated),.,4,-4,-2,5,-7,0.1
CCOC(=O)C1=CCN(S(=O)(=O)c2ccc(Br)cc2)C1c1cccc(F)c1 (configuration not stated),.,7,.,1,9,-19,-0.3
Cc1ccc(NC(=O)COC(=O)CN2CCCCCC2=O)cc1C,4,-3,1,0,-3,1,.
COc1ccc(C)cc1C(=O)CCC(=O)N1CCN(c2ccccc2F)CC1,-1,?,0,-3,15,4,?
C[C@H]1CN([C@@H](C)CO)C(=O)Cc2cc(N(C)C)ccc2O[C@H]1CN(C)S(C)(=O)=O,23,8,2,-2,-1,-1,0.0
COc1ccc(OC)c(NC(=O)c2ccc3c(c2)OCO3)c1,10,?,3,-1,2,7,0.8
OCC1=C[C@@H](O)C2C=CO[C@@H](O[C@@H]3O[C@H](CO)[C@@H](O)[C@H](O)[C@H]3O)C12 (some centres not stated),-8,-7,5,.,2,12,-0.2
CCCC#Cc1cnc2c(c1)C(=O)N([C@H](C)CO)C[C@@H](C)[C@@H](CN(C)Cc1ccc(F)cc1)O2,26,-2,3,-2,-1,12,-0.1
CCCCC(C(=O)NC(C)(C)C)N(Cc1ccccc1Cl)C(=O)c1snc(C(N)=O)c1N (configuration not stated),12,17,1,-4,3,-3,0.1
N#CNC(=Nc1cccc(F)c1)SCc1ccccc1,.,3,.,-2,-5,0,0.0
O=C(CCC1CCCCC1)NNC(=O)c1cnccn1,.,4,.,-2,-6,3,.
Cc1ccc(SCCC(=O)N(C)C)cc1,-13,2,-3,0,5,0,.
COc1ccccc1CNC(=O)CN(C)S(=O)(=O)c1cccc2cccnc12,.,4,-1,-1,5,4,0.3
Cc1c(C(=O)N2CCC2)oc2c(F)cccc12,-2,13,3,-4,3,-4,0.6
CCN(CC)CCN(C(=O)C1CCCCC1)c1nc2cc3c(cc2s1)OCO3,-9,7,-3,1,-5,-10,.
O=Cc1ccc(NC(=O)CCCCCCC(=O)NOCc2ccccc2)cc1,.,6,0,-1,4,6,.
O=C(N[C@@H]1CC[C@H](CCNS(=O)(=O)c2ccc(F)cc2)O[C@H]1CO)c1cnccn1,-1,6,0,-2,4,1,-0.5
CCOc1ccc(S(=O)(=O)N2CCCC2)c2ccccc12,4,-1,3,.,1,2,0.0
COc1cccc(C(=O)N2C[C@H]3[C@@H](c4ccccc42)[C@H](CO)N3C(=O)c2ccc(F)cc2)c1,-15,27*,-1,1,1,7,0.1
O=C(C[C@@H]1CC[C@@H]2[C@H](COC[C@@H](O)CN2C(=O)Nc2ccccc2)O1)NCc1ccccc1F,5,-3,-1,-7,-1,10,0.3
Cc1onc(-c2ccccc2Cl)c1C(=O)Nc1ccc(Br)cc1,6,9,-2,-6,2,-2,.
O=C(CCNS(=O)(=O)c1ccc(Cl)cc1)OCC(=O)c1ccc[nH]1,-13,-2,1,3,4,-6,-0.2
Nc1ccc(C(=O)Nc2cccc(NC(=O)c3ccc(N)cc3)c2)cc1,-5,2,2,-1,0,-1,-0.1

# Compound profiles (already shown). Order of values: C2C12 statin	DENV2 CPE rescue	PglD inh	SIRT5 inh	ERp5 inh	S100A4 MyoIIA	E-sel inducer
# Cc1ccc(SCCC(=O)N(C)C)cc1 reads -13	2	-3	0	5	0	.
# COc1cccc(C(=O)N2C[C@H]3[C@@H](c4ccccc42)[C@H](CO)N3C(=O)c2ccc(F)cc2)c1 reads -15	27*	-1	1	1	7	0.1
# CCCCC(C(=O)NC(C)(C)C)N(Cc1ccccc1Cl)C(=O)c1snc(C(N)=O)c1N (configuration not stated) reads 12	17	1	-4	3	-3	0.1
# CCOc1ccc(S(=O)(=O)N2CCCC2)c2ccccc12 reads 4	-1	3	.	1	2	0.0

# Part of the list above, with bars between the fields:
Compound | C2C12 statin | DENV2 CPE rescue | PglD inh | SIRT5 inh | ERp5 inh | S100A4 MyoIIA | E-sel inducer
Nc1ccc(C(=O)Nc2cccc(NC(=O)c3ccc(N)cc3)c2)cc1 | -5 | 2 | 2 | -1 | 0 | -1 | -0.1
CCCCC(C(=O)NC(C)(C)C)N(Cc1ccccc1Cl)C(=O)c1snc(C(N)=O)c1N (configuration not stated) | 12 | 17 | 1 | -4 | 3 | -3 | 0.1
O=C(CCC1CCCCC1)NNC(=O)c1cnccn1 | . | 4 | . | -2 | -6 | 3 | .

# Additional entries
SMILES,C2C12 statin,DENV2 CPE rescue,PglD inh,SIRT5 inh,ERp5 inh,S100A4 MyoIIA,E-sel inducer
C[C@H]1CN([C@@H](C)CO)S(=O)(=O)c2ccc(C#CC3CC3)cc2O[C@H]1CN(C)C(=O)c1cccc(F)c1,19,?,1,-4,-5,-7,-0.2
CO[C@@H]1CN(C)C(=O)c2ccc(NC(=O)C3CCCCC3)cc2OC[C@@H](C)N(C(=O)Nc2ccc(C(F)(F)F)cc2)C[C@H]1C,4,8,-5,-2,-4,7,-0.2
Cc1ccccc1S(=O)(=O)N1C[C@@H](O)COC[C@H]2O[C@H](CC(=O)N3CCC(Cc4ccccc4)CC3)CC[C@@H]21,11,68*,3,-1,-4,26,0.1
C[C@@H]1CN([C@H](C)CO)C(=O)CCCn2cc(nn2)CO[C@H]1CN(C)C(=O)OCc1ccccc1,4&-20,3&1,-1&0,-4&0,2&-2,1&26,.
Nc1nnc(-c2ccc(Cl)cc2)o1,.,.,7,-3,1,-20,0.0
CC(C)C(=O)n1nc(-c2cccnc2)nc1NCc1cccs1,2,-3,0,6,-3,-2,0.3
Cc1cccc(OCCNc2ncccc2[N+](=O)[O-])c1,-8,-4,.,.,-2,5,-1.2
O=C(Cn1cncn1)NCCCc1ccccc1,-11,3,.,.,1,-1,1.4
N#CC1(NC(=O)COC(=O)c2ccc(Cl)nc2)CCCCC1,-4,2,0,4,-1,1,-0.1
C/C(=N\NC(=O)c1cnccn1)c1ccc([N+](=O)[O-])cc1,8,-2,.,-1,-2,-10,3.0
COc1ccccc1Nc1ccc(C(=O)O)cc1[N+](=O)[O-],.,0,.,3,9,3,-2.8
CN(C)CCCNC(=O)C[C@H]1C[C@H](C(=O)N2CCOCC2)[C@@]2(CCC3CCCC3)c3[nH]c4cc(-c5ccco5)ccc4c3CCN2C1=O,-9,-2,8,-6,11,0,-0.3
COc1ccc(OCCNC(=O)c2ccc3nc(C)c(N(C)Cc4ccc(NC(C)=O)cc4)n3c2)cc1,-1,-10,4,-1,8,2,-0.2
CCc1ccc(C(=O)NNc2cc(Cl)ccc2Cl)cc1,.,-2,.,-1,0,1,.
CO[C@@H]1CC[C@@H]2CCOc3ccc(C#N)cc3C(=O)N(C)[C@@H](C)C(=O)N(C)C[C@H]1O2,-5,-5,-1,-2,10,16,0.0

# Just PglD inh, S100A4 MyoIIA and C2C12 statin, for some of the entries so far:
Structure	PglD inh	S100A4 MyoIIA	C2C12 statin
Cc1ccccc1S(=O)(=O)N1C[C@@H](O)COC[C@H]2O[C@H](CC(=O)N3CCC(Cc4ccccc4)CC3)CC[C@@H]21	3	26	11
C[C@@H]1CN([C@H](C)CO)C(=O)CCCn2cc(nn2)CO[C@H]1CN(C)C(=O)OCc1ccccc1	-1&0	1&26	4&-20
Nc1nnc(-c2ccc(Cl)cc2)o1	7	-20	.
CC(C)C(=O)n1nc(-c2cccnc2)nc1NCc1cccs1	0	-2	2
Cc1cccc(OCCNc2ncccc2[N+](=O)[O-])c1	.	5	-8
O=C(Cn1cncn1)NCCCc1ccccc1	.	-1	-11
N#CC1(NC(=O)COC(=O)c2ccc(Cl)nc2)CCCCC1	0	1	-4

# Continuation.
SMILES,C2C12 statin,DENV2 CPE rescue,PglD inh,SIRT5 inh,ERp5 inh,S100A4 MyoIIA,E-sel inducer
CCn1c(=O)c(C(=O)Nc2ccccn2)c(O)c2ccccc21,.,-2,.,.,0,3,.
O=C(c1ccc([N+](=O)[O-])s1)N1CCN(c2ncccn2)CC1,4,-2,-1,-1,-4,-1,.
Cc1cc(O)c2c(C)c(CC(=O)N3CCN(C(=O)C4COc5ccccc5O4)CC3)c(=O)oc2c1 (configuration not stated),-30,2,-2,-1,-5,0,.
COc1ccc(NC(=O)N2CC(=O)N3[C@H](CO)[C@H](c4ccc(-c5ccc(C)cc5)cc4)[C@@H]3C2)cc1,.,6,.,-1,-1,8,-0.4
COc1ccc(NC(=O)Nc2ccc3c(c2)C(=O)N([C@@H](C)CO)C[C@H](C)[C@H](CN(C)C(=O)Nc2ccc(F)cc2)OCCCC[C@@H](C)O3)cc1,-2,3,-2,4,0,-4,0.1
C=CCNS(=O)(=O)c1cc2c3c(c1)CCN3C(=O)CC2,0,-1,-1,-2,14,-2,0.1
CN1C(=O)/C(=C/c2ccccc2F)Sc2ccc(C(=O)N3CCCC3)cc21,-6,-1,4,4,4,1,.
COc1ccc(NC(=O)Nc2ccc3c(c2)C(=O)N([C@H](C)CO)C[C@@H](C)[C@@H](CN(C)Cc2ccc4c(c2)OCO4)OCCCC[C@H](C)O3)cc1,.,-14&-1,3,3&-1,-10&4,5&7,0.1
Cc1ccc(S(=O)(=O)Nc2cccc(C(=O)NCc3ccc(S(N)(=O)=O)cc3)c2)cc1,2,3,-1,-6,0,-2,.
Cc1ccc2c(c1)c1c(n2CC(O)Cn2c(C)nc3ccccc32)CCCC1 (configuration not stated),7,-4,1,-1,-3,1,69*
CCOc1cc(/C=C/c2cc(C(F)(F)F)[nH]c(=O)n2)ccc1O,.,-5,.,3,-1,?,.
COc1ccc(/C=N/OCC(=O)NCC(C)C)c(OC)c1,7,3,3,-4,-4,0,-1.8
O=C(NCc1cccs1)C1CCCN1C(=O)Nc1cccc(Cl)c1 (configuration not stated),3,16,.,-2,-2,2,.
Cc1cc(-c2nnc(-c3cc4ccccc4oc3=O)o2)c(C)n1-c1ccccc1,-2,.,-4,-10,-3,-2,.
O=C(Nc1ccc(Br)cc1C(=O)O)c1ccc2c(c1)C(=O)N(Cc1ccccc1)C2=O,-10,-3,-1,-2,-9,-5,-1.3
C[C@@H]1CN(S(=O)C(C)(C)C)[C@H](CCO)/C1=C\c1ccccc1 (some centres not stated),-4,-1,0,-2,-1,-2,-0.8
COC(=O)[C@H]1C[C@H](OC(=O)NCc2ccccc2F)[C@@]2(O)CN(S(=O)(=O)c3ccc(C)cc3)CC2[C@H]1C(=O)OC (some centres not stated),-7,-9,-2,-1,-4,-2,-0.2
COc1nc(Nc2ccc([N+](=O)[O-])cc2)nc(NC2CCCCC2)n1,7,0,-3,-4,5,-3,.

# These rows are one share of the data. The share of hits here may be higher or lower than overall.
